mcGAS MS inh – mouse cGAS inhibition by mass spec; Q8C6L5; recombinant mouse cGAS, cGAMP by RapidFire MS; inhibition, % at 12.5 µM; 130,000 compounds, 0.18% hits; AID 1259397;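 active means inhibition of cGAS enzyme activity at or above 60%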;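 further: enzyme stimulated by 45 bp dsDNA with ATP and GTP substrates; cGAMP share of summed cGAMP plus half ATP and half GTP signals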
Target sequence (Q8C6L5 whole entry, looked up): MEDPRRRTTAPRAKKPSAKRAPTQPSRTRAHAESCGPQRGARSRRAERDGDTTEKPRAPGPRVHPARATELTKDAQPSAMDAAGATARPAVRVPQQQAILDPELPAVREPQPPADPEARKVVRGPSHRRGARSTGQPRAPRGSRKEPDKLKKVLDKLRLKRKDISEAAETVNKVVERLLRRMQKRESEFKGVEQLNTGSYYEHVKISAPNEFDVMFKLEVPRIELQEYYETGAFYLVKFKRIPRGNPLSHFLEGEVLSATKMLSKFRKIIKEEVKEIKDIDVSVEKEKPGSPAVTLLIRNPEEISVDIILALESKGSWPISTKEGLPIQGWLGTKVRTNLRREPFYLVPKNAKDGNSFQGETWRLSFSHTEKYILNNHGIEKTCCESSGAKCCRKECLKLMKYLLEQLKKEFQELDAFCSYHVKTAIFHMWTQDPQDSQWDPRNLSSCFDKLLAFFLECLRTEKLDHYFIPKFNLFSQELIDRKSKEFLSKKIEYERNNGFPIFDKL
An asterisk follows results filed as active; & = joins results of further samples. This is a subset; count on the stated rates, not on these rows.

SMILES | mcGAS MS inh
CC1ON=C(c2ccc(N(C)C)cc2)N(Cc2ccc(F)cc2)C1=O (stereo not given) | -5.5
Cc1c(N=C2N=C(NC(=O)NC(C)(C)C)c3ccccc32)c(=O)n(-c2ccccc2)n1C | -9.1
CCN(CC)Cc1cnc2c(C(=O)N3[C@@H]4CC[C@H]3CNC4)cnn2c1 | -61.6
Cc1ccc(S(C)(=O)=O)cc1C(=O)OCC(=O)N1CCCC2CCCCC21 (stereo not given) | -9.4
Cc1cc(C(=O)OCc2ccc(F)cc2Br)cc(S(N)(=O)=O)c1C | 2.4
COc1ccccc1S(=O)(=O)Oc1ccc(N2CCCC2=O)cc1 | -4.5
O=c1oc2ccccc2c(O)c1C=Nc1ccccc1Br | 5.3
Cc1cc(C)cc(NC(=O)CN2CCC(C(=O)NCc3nc4ccccc4[nH]3)CC2)c1 | -0.7
CCOc1cc(Br)c(COc2ccc(C)nc2[N+](=O)[O-])cc1OCC | -4.0
CCn1c(N)c(C(=O)NC)sc1=S | -7.2
C1=C(CCNc2ncnc3sc4c(c23)CCC4)CCCC1 | -4.2
c1nc(Nc2ccc3c(c2)OCCCO3)c2c3c(sc2n1)CCCCC3 | -3.8
CC(C)(C)c1cnc(CNC(=O)Nc2cnn(CC3CCCO3)c2)o1 (stereo not given) | -7.6
COCCCCN(C)C(c1ccc(F)cc1)c1ncccn1 (stereo not given) | -4.6
CNC1CCCCC1N(C)C1CCN(C)CC1 (stereo not given) | -6.3
CC1CCC(CCC(=O)N(C)c2cc(F)ccc2F)O1 (stereo not given) | -8.0
O=C(O)c1cc2c(nc3sccn32)s1 | 5.0
Cc1ccc(-n2ncc3c(=O)n(NC(=O)c4ccc(OC(C)C)cc4)cnc32)cc1 | -7.4
COc1ccc(CNC(=O)CN=C2NC(=O)C(c3ccccc3)(c3ccccc3)N2)cc1 | -4.0
Cc1cc(C)c(C)c(S(=O)(=O)N2CCN3C(=O)CNC(=O)C3C2)c1C (stereo not given) | -12.6
O=C(CCn1cnc2ccccc21)NN=Cc1ccccc1Cl | -2.6
CNc1nc(C(=O)N(Cc2ccco2)C(C)C(C)C)cs1 (stereo not given) | 5.1
Cc1ccccc1NCC(=O)N/N=C/c1cccc(C)c1O | 3.3
NC(=O)Cn1nnc(-c2ccccc2Br)n1 | -12.5
COc1ccc(C(=O)COC(=O)c2cccc([N+](=O)[O-])c2)cc1OC | -5.0
CC(=O)NC(C(C)(C)C)P(=O)(c1ccccc1)c1ccccc1 (stereo not given) | 20.4
NC(=O)c1cnc(Sc2nnc(C3CC3)s2)c(Cl)c1 | -4.7
COCCCNC(=O)CCc1c(-c2ccccc2)nc2ccc(-c3cc4ccccc4s3)cn12 | -1.7
CCOc1ccc(CNCCCn2ccnc2)cc1OC | -7.5
C=CCN1C(=O)CNC12CCN(C(=S)NCCC)CC2 | -5.2
Cc1ccccc1CN1CCN2C(C(=O)NCCCN(C)C)=COC2=NC1=O | -8.1
c1nc(CCNc2nc3nonc3nc2N2CCSCC2)cs1 | -7.4&8.5
CCS(=O)(=O)CCn1c([N+](=O)[O-])cnc1C | -6.4&-3.9&1.0&47.5
CCCc1[nH]n(-c2nc3ccccc3s2)c(=O)c1C(C)=Nc1cc(C(=O)OC)cc(C(=O)OC)c1 | -5.0
NC(=O)[C@@H]1CCCN1C(=O)CN1CC2(CCNCC2)OC1=O | -6.2
COc1ccccc1COc1ccc(F)cc1 | -12.4
CCCCCNS(=O)(=O)c1csc(-c2ccc(F)cc2)n1 | -20.7
O=C(NCCC(=O)N1CCc2cc(Br)ccc21)c1ccco1 | 1.4
CC1c2ccsc2CCN1C(=O)NCc1ccccc1N1CCOCC1 (stereo not given) | -24.1
O=C1CC(NCc2ccccn2)CN1C1Cc2ccccc2C1 (stereo not given) | -6.1
C=CCN(Cc1cccc(C)n1)Cc1cccc(C)n1 | -4.0
O=C(NC(c1ccc(Cl)cc1)c1cnccn1)C1CCN(Cc2ccc3c(c2)OCO3)CC1 (stereo not given) | -2.3
CN1C2CC(OC(=O)[C@H](CO)c3ccccc3)C[C@H]1[C@H]1OC21 (stereo not given in full) | -3.6&1.7
O=C(c1cccc2cc[nH]c12)N1CCOC(C(F)(F)F)C1 (stereo not given) | -4.3
CNC(=S)Nc1cc(C)ccn1 | 21.5
Cc1cccc(-c2nnc(C(C)N3CCCC(C(=O)Nc4ccccc4)C3)o2)c1 (stereo not given) | -2.9
CCCN(Cc1ccc(SC)cc1)C(=O)C(=O)c1cccn1C | -14.6
CC(Nc1ccc2c(c1)OCCCO2)C(=O)NCCC1=CCCCC1 (stereo not given) | 3.2
COc1ccc(C2=Nc3nnnn3C(c3cc(OC)ccc3OC)C2)cc1 (stereo not given) | -6.8
N#Cc1ccc(NC(=O)C2CCCN2C(=O)OCC(F)(F)F)cc1 (stereo not given) | -5.8
CC(=NNc1ncc(Cl)cc1Cl)c1ccco1 | -3.1
N#Cc1cc2nc3c(nc2cc1C#N)-c1ccccc1C3=O | 1.6
Cc1cccc(C2=N/C(=C\c3ccc(OC(F)(F)F)cc3)C(=O)O2)c1 | -14.2
O=C1CN(S(=O)(=O)c2ccc(NC(=O)C(F)(F)F)cc2)c2ccncc2N1 | 8.6
CN(C)C(=O)N1CCC(C(=O)NC(c2ccccc2)C2CCCCC2)CC1 (stereo not given) | -21.6
Cc1cnc(Cn2cnc(-c3ccccc3)c2-c2ccccc2C(=O)O)cn1 | -14.6
CC(c1nccs1)N(C)C(=O)CCSc1ccc2c(c1)OCCO2 (stereo not given) | -12.2
O=C(Nc1ccc(-c2noc(-c3ccc(Cl)cc3)n2)cc1)c1ccco1 | -13.8
CC(CC(=O)OCCc1cccs1)c1cccnc1 (stereo not given) | 4.4
COCC1CCN(C(=O)c2ccc3oc(CCCc4ccccc4)nc3c2)C1 (stereo not given) | -10.4
More records.
SMILES | mcGAS MS inh
Cc1ccc(-c2cn3cccnc3n2)cc1NC(=O)C(C)C | 5.7
O=C(Oc1cccc2ccccc12)c1cccc(OC(F)F)c1 | -2.7
CSc1nn(CN(C)CC(=O)Nc2ccc(Cl)cc2)c(=S)s1 | 1.5
CCCC(Sc1nnc(N)s1)C(=O)OCC (stereo not given) | -0.4
Cc1ccc2c(c1)SC(C)C(=O)N2Cc1ccc(OC(F)(F)F)cc1 (stereo not given) | 6.7
O=C(NC(Cc1ccccc1)C(=O)Nc1ccccc1)c1ccncc1 (stereo not given) | -47.7
COc1cc(N2CCC(O)(CN3CCCC3)CC2)ncn1 | -13.2
CC(C)N(Cc1nccn1C)C(=O)C(C)(C)n1cccc1 | -9.6
Cc1cc(C)cc(C(=O)Nc2c(C)nc3ccc(Cl)cn3c2=O)c1 | -21.2
Cn1c(=O)n(Cc2cccc3ccccc23)c(=O)c2c1nc1n2CCN1Cc1ccco1 | -6.5
COc1ccc(CCN(C)C(=O)C2CC[C@@H]3CCC[C@H]23)cc1OC (stereo not given in full) | -2.7
COc1ccncc1-c1csc(C(O)c2ccccc2)n1 (stereo not given) | 7.7
COc1ccc(OC)c(NC(=O)CC(=O)N2CCCC2c2nc3ccccc3s2)c1 (stereo not given) | -5.0
CC(=O)c1cccc(CN2CCC(n3nccc3NC(=O)CCOc3ccccc3)CC2)c1 | -0.6
Cc1ccc2c(c1)C1(NCC(C)(C)S1)C(=O)N2Cc1ccc(F)cc1 (stereo not given) | -4.9
COCCCn1ccc2c(cnc3nc(-c4cccnc4)nn32)c1=O | -12.3
Cc1cc(Br)ccc1C(=O)N1CCC(S(N)(=O)=O)C1 (stereo not given) | -13.1
Cc1c(C(=O)O)sc2ncnc(N(C)CCc3cn[nH]c3)c12 | -18.0
CC(C)c1nc(-c2ccc(Cn3cnnn3)cc2)n(-c2ccccn2)n1 | -6.5
O=C(Nc1ccc2c(c1)CN(C1CCOCC1)CC2)C1(c2ccccc2)CC1 | -1.5
CCCOc1ccc(Cl)cc1C(=O)N(C)Cc1cnccn1 | 4.5
Cn1cc(C(=O)Nc2ccc(C(C)(C)C#N)cc2)cn1 | -5.1
COc1ccc(N2COc3cc4c(cc3C2)OCO4)cc1 | -6.8
COc1cccc2c1OCCCN(C(=O)[C@@H]1Cc3ccccc3N1)C2 | 3.2
O=c1c2cnc3c(F)cccc3c2[nH]n1-c1ccccc1 | -2.5
CC(=O)C1=C(c2ccc(C(C)C)cc2)N(C(C)=O)n2c(C)nnc2S1 | 0.5
Ic1ccc(C2CC(c3cccs3)n3nnnc3N2)cc1 (stereo not given) | 0.8
COC(=O)C1=NOC(C(=O)NCC(CC(C)C)N2CCOCC2)C1 (stereo not given) | -12.0
COCC(COCCCN=C1NS(=O)(=O)c2ccccc21)OC (stereo not given) | -22.7
CCn1c(=O)c2c(nc3n(CCO)c(C)cn23)n(C)c1=O | 6.7
COCC(C)NS(=O)(=O)c1c(Cl)cccc1Cl (stereo not given) | -7.1
CC(C)(C)NC(=O)C1(C)CC2c3ccccc3C1c1ccccc12 (stereo not given) | -1.3
Cc1cc(C2=NNC(=NC3CC3)SC2)c(C)n1-c1ccccn1 | -4.4&-2.9
CSCc1noc(CN2CCCC3(CC2)CNC(=O)O3)n1 (stereo not given) | -5.7
Cc1nccn1-c1ccc(Cn2ccnc2-c2ccc(S(C)(=O)=O)cc2)cc1 | -10.8
O=C(O)Cn1nncc1-c1ccc(C(F)(F)F)cc1 | 7.9
CC(C)OC(=O)C(C)(C)Oc1ccc(C(=O)c2ccc(Cl)cc2)cc1 | -10.5&4.1
CC1(C)CN=C(SCc2nc3c(Br)cc(Br)cc3c(=O)[nH]2)NC1 | 25.5
COCc1ccc(CNC(=O)/C=C/c2ccc(C)s2)cc1 | -18.4
Cc1onc(-c2ccccc2)c1C(=O)Nc1ccc2c(c1)OCO2 | -7.7

Structural class: the compounds so far with a nitro group on carbon (3)
SMILES | mcGAS MS inh
CCOc1cc(Br)c(COc2ccc(C)nc2[N+](=O)[O-])cc1OCC | -4.0
COc1ccc(C(=O)COC(=O)c2cccc([N+](=O)[O-])c2)cc1OC | -5.0
CCS(=O)(=O)CCn1c([N+](=O)[O-])cnc1C | -6.4&-3.9&1.0&47.5

Other results:
SMILES | mcGAS MS inh
CC1CN(C(=O)CCc2nc(C(C)C)no2)c2ccccc2N(C(=O)OC(C)(C)C)C1 (stereo not given) | -7.7
O=C1CCCCCC1C1(O)C(=O)Nc2ccc(Br)cc21 (stereo not given) | -7.7
Cc1csc(C(=O)N2CCC(C(=O)NCC#N)CC2)c1 | -11.0
OC1(C(F)(F)F)CC(/C=C/c2ccccc2)=NO1 (stereo not given) | -43.2
COc1cc(CCC(=O)N2CCN(C(C)=O)CC2)cc(OC)c1OC | -6.4
CCCN(Cc1ccc(C)cc1)C(=O)c1cnc2c(c1)c(=O)[nH]c(=O)n2C | -0.7
CC(C)NC(=O)CN1CCN(c2ccnc(-c3ccccc3)n2)CC1 | -12.4
CC(C)(C)NC(=O)N1CCn2cccc2C1c1ccc(Cl)cc1 (stereo not given) | -15.8
COc1cccc(C=CC(=O)c2ccc(C#N)cc2)c1OC | 0.0
O=C(/C=C\c1ccc2c(c1)OCO2)Nc1c2c(nn1-c1ccc(F)cc1)CSC2 | -5.1
O=C(O)CC1C(=O)NCCN1Cc1ccccn1 (stereo not given) | -3.4
N#Cc1cc(F)c(N2CCOC(c3ccc(Br)cc3)C2)c(F)c1 (stereo not given) | -33.2
CC(C)c1cc(=O)n(CC(=O)NCCc2ccccc2)cn1 | -8.1
C=C(C)Cn1c(=O)c2c(nc3n2CCCN3c2ccc(Cl)cc2)n(C)c1=O | -3.1
CC(C)N1CCC(N2CCN(Cc3c[nH]c4ccccc34)CC2CCO)CC1 (stereo not given) | -15.1
Cc1c(C)n2c3c(=O)n(Cc4ccccc4F)c(=O)n(C)c3nc2n1CC1CCCO1 (stereo not given) | -3.8
Cc1ccccc1-c1noc(CCC(=O)N2CCC3(CN(C)C(=O)O3)C2)n1 (stereo not given) | -20.5
COc1ccc(NC(=O)C2(C)CCN2Cc2cccc(OC)c2F)cc1OC (stereo not given) | -3.6
Cn1nnc2c(N3CCN(c4ccc(F)cc4)CC3)ncnc21 | -12.7
CC1=C(C(=O)Nc2cccnc2)C(c2cccnc2)n2nc(SCc3ccccc3)nc2N1 (stereo not given) | -10.3
C=CCn1c(SCC(=O)NCCN2CCOCC2)nc2sc3c(c2c1=O)CCC3 | -16.3&-8.4
CC1=C(C(=O)O)Sc2nc3ccccc3c(=O)n2N1 | 0.1
CCc1ncc(C(=O)NC(C)(C)CC(C)(C)C)s1 | -7.4
COc1ccc(OC)c(S(=O)(=O)N2CCN(C(=O)Nc3ccc(Cl)cc3)CC2)c1 | -0.7
c1ccc2c(c1)OCC(Cn1ccnc1-c1cnc(N3CCCC3)nc1)O2 (stereo not given) | -12.2
Cc1nc(CCNC(=O)c2c3c(nn2C)CCCC3)sc1C | -15.1
CN1CCOC2CN(CC(=O)NC(c3ccccc3)C3CC3)CC21 (stereo not given) | -40.8
O=C(CCc1ncc(-c2c(F)cccc2F)o1)N1CCN(S(=O)(=O)c2ccccc2Cl)CC1 | -8.5
CCC(C)(O)CNc1cc(C)nc2c(OC(F)(F)F)cccc12 (stereo not given) | -5.6
CC(=NCCCN1CCOCC1)c1c(C(F)(F)F)[nH]n(-c2nc3ccccc3s2)c1=O | -5.3
CCc1ccc(S(=O)(=O)Nc2nnc(CC(C)C)s2)s1 | 8.2
O=C(CSc1ccccc1F)NNC(=O)c1ccc[nH]c1=O | 2.2
CN(Cc1cc(-c2ccccc2)no1)C(=O)c1cn(CC2CCCO2)nn1 (stereo not given) | -8.1
COc1ccc(N2CCN(C(=O)C3CC=CCC3C(=O)NCC3CCCCC3)CC2)cc1 (stereo not given) | 7.3

Some of these compounds in order of their number in mcGAS MS inh, lowest first.
SMILES | mcGAS MS inh
CN1CCOC2CN(CC(=O)NC(c3ccccc3)C3CC3)CC21 (stereo not given) | -40.8
Cc1nc(CCNC(=O)c2c3c(nn2C)CCCC3)sc1C | -15.1
O=C(CCc1ncc(-c2c(F)cccc2F)o1)N1CCN(S(=O)(=O)c2ccccc2Cl)CC1 | -8.5
CCC(C)(O)CNc1cc(C)nc2c(OC(F)(F)F)cccc12 (stereo not given) | -5.6
COc1ccc(OC)c(S(=O)(=O)N2CCN(C(=O)Nc3ccc(Cl)cc3)CC2)c1 | -0.7
O=C(CSc1ccccc1F)NNC(=O)c1ccc[nH]c1=O | 2.2
COc1ccc(N2CCN(C(=O)C3CC=CCC3C(=O)NCC3CCCCC3)CC2)cc1 (stereo not given) | 7.3
